aSyn yeast rescue – alpha-synuclein toxicity suppression in yeast | 0.02% of 94,000 active | AID 1347070 | Potency, µM (doses to about 46.1 µM), inactives show at the top dose growth rescue (activation), usual class: activators | S. cerevisiae alpha-synuclein toxicity rescue, BacTiter-Glo growth, 24 h; active = well fitted activation curve with a large enough effect; note: 0% is about no effect
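Growth restoration measured by BacTiter-Glo luminescence after 24 hr at 30 deg C; alpha-synuclein yeast, raffinose-pregrown to mid-log, were added at OD600=0.02 in galactose medium onto pinned compounds.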
The depositor's hits bear a star. Potency is the fitted concentration of half-maximal effect. The list is partial; rates above refer to the full screens.

SMILES	aSyn yeast rescue
Cc1ccc(C)c(OCC(=O)Nc2sc3c(c2C#N)CCCC3)c1C	-6.8%
CCn1cc(SCC(=O)NCc2ccc3c(c2)OCO3)c2ccccc21	3.2%
CCOc1ccc(C2NC(=O)c3sc(=S)n(-c4ccccc4)c3N2)cc1 (stereo unspecified)	-3.7%
CCOC(=O)c1c(C)n(-c2ccccc2)c2ccc(OC(=O)c3cccc(OC)c3OC)cc12	-3.9%
CCCOc1ccc(C(=O)Nc2cccc(NC(=O)c3ccc(Cl)cc3Cl)c2)cc1	8.2%
COc1cc(NC(=O)c2cc(C3CC3)nc3c2c(C)nn3-c2ccccc2)cc(OC)c1	-14.2%
Cc1ccc2c(c1)C(c1ccc(F)cc1)N(C(=O)c1ccc(OC(C)C)cc1)CC(=O)N2 (stereo unspecified)	1.1%
COC(=O)N(C)C[C@@H]1OCc2cn(nn2)CCCC(=O)N([C@@H](C)CO)C[C@H]1C	-1.9%
NS(=O)(=O)c1ccc(NC(=O)COC(=O)c2ccc(Cl)cc2[N+](=O)[O-])cc1	4.4%
COc1ccccc1C(=O)OCc1cc(=O)n2nc(C(C)C)sc2n1	12.7%
CCOC(=O)c1c(S(=O)(=O)N2CCC(C(=O)Nc3ccc(C)cc3C)CC2)c(C)n(C)c1C	0.0%
CC1CN(C(=O)c2cccc(NS(=O)(=O)c3ccc(Br)cc3)c2)CC(C)O1 (stereo unspecified)	-6.0%
O=C(NCC(=O)N1CCCC(C(F)(F)F)C1)c1cccs1 (stereo unspecified)	15.9%
O=C(Nc1nnc(S(=O)(=O)N2CCc3ccccc32)s1)c1ccccc1	6.8%
COc1cc(CN(C(=O)COc2ccccc2)c2ccccn2)cc(OC)c1OC	1.5%
COc1ccc(OC)c2sc(N(Cc3cccnc3)C(C)=O)nc12	5.4%
CCOC(=O)c1c(NC(=O)COC(=O)CCOc2ccc(OCC)cc2)sc(C(=O)N(C)C)c1C	4.6%
COc1ccc2[nH]cc(CCNC(=O)Nc3cc(C)cc(C)c3)c2c1	-7.6%
CCOc1ccc(-c2cc(NC(=O)c3ccc(C)cc3)c(C(=O)OC)s2)cc1	-5.6%
COc1ccc(OC)c2c1sc(=NC(=O)c1ccco1)n2C	1.9%
CCc1nnc(SCC(=O)Nc2ccc(NC(C)=O)cc2)n1-n1cccc1	-6.9%
COc1ccc(CC(=O)Nc2cc(F)ccc2F)cc1S(=O)(=O)N1CCOCC1	-1.3%
O=C(Nc1ccc(S(=O)(=O)N2CCCCC2c2cccnc2)cc1)c1ccc(F)cc1 (stereo unspecified)	3.8%
CCn1nnc2cc(C(=O)Nc3ccc(Br)cc3F)ccc21	-15.6%
CC(=O)c1ccc(NS(=O)(=O)c2ccc(-n3cccn3)cc2)cc1	-4.4%
SMILES	aSyn yeast rescue
O=C(O)CC1=C(Nc2ccccc2)C(=O)N(c2ccccc2)C1c1ccc(Br)cc1 (stereo unspecified)	11.2%
CCc1cccc(C)c1NS(=O)(=O)c1ccc2c(c1)NC(=O)C(C)C(=O)N2 (stereo unspecified)	-15.3%
CC(=O)Nc1cc(-n2cnnn2)ccc1C	-0.3%
Cc1ccc(NCc2cccn2-c2nnc(N3CCC(C(=O)NCc4ccc(F)cc4)CC3)s2)cc1	2.4%
COC(=O)N(C)C[C@@H]1OCc2cnnn2CCCC(=O)N([C@H](C)CO)C[C@H]1C	-3.9%
COc1ccc(CNC(=O)C(=O)NCC(c2cccs2)S(=O)(=O)c2ccc(F)cc2)cc1 (stereo unspecified)	1.6%
CCOCCCn1c(=N)c(C(=O)NC2CCCC2)cc2c(=O)n3cccc(C)c3nc21	-4.0%
CCOC(=O)C1CCN(c2ncnc3c2nnn3C)CC1	-5.9%
Cc1ccc(Nc2cc(C)nc3ncnn23)c(Cl)c1	8.3%
COc1cccc(-n2c(=O)c3ccccc3n(CC(=O)NCC3CCCO3)c2=O)c1 (stereo unspecified)	3.7%
O=C(O)c1ccc(NC2=C/C(=N/S(=O)(=O)c3cccs3)c3ccccc3C2=O)cc1	-22.7%
CCOC(=O)c1cnc(SCC(=O)N2CCOCC2)nc1N	-14.5%
O=C(CCSCc1cnn(-c2ccccc2)c1-n1cccc1)NCc1ccccc1F	5.5%
COc1cccc(-c2nc3c(c(SCc4ccccc4Cl)n2)Cc2c(CO)cnc(C)c2O3)c1	0.6%
O=C(Cn1cc(C(F)(F)F)cc(Cl)c1=O)NCc1ccc(Cl)cc1	-17.2%
CCCS(=O)(=O)Nc1cc(-c2cn3cccc(C)c3n2)ccc1C	-1.0%
CCSc1nnc2c(n1)OC(c1ccc(OC)cc1OC)N(C(C)=O)c1ccccc1-2 (stereo unspecified)	0.6%
CN1CC(=O)Nc2ccccc2C1=O	2.2%
CC(C)NC(=O)C(=O)Nc1ccc2c(c1)N(S(=O)(=O)c1cccs1)CCC2	4.1%
COc1ccc(C)cc1NC(=O)COC(=O)Cc1c[nH]c2ccccc12	-11.2%
CC(=O)Nc1ccc(-c2csc(Nc3ncccn3)n2)cc1	-1.5%
CCCCn1c(=N)c(C(=O)NC2CCCCC2)cc2c(=O)n3cccc(C)c3nc21	-6.4%
CCCCN(CC)CCCNC(=O)C1CCCN(c2ncnc3c2nc2n3CCCCC2)C1 (stereo unspecified)	-5.1%
Cc1ccc(S(=O)(=O)Nc2nc3n(n2)C(c2ccccc2Cl)C=C(c2ccccc2)N3)cc1 (stereo unspecified)	2.1%
CCN1CCN(C(=O)C2CC(=O)N(c3ccc(Cl)cc3)C2)CC1 (stereo unspecified)	-7.5%

The last five records of the part before are carried over, then new ones follow.
SMILES	aSyn yeast rescue
CC(=O)Nc1ccc(-c2csc(Nc3ncccn3)n2)cc1	-1.5%
CCCCn1c(=N)c(C(=O)NC2CCCCC2)cc2c(=O)n3cccc(C)c3nc21	-6.4%
CCCCN(CC)CCCNC(=O)C1CCCN(c2ncnc3c2nc2n3CCCCC2)C1 (stereo unspecified)	-5.1%
Cc1ccc(S(=O)(=O)Nc2nc3n(n2)C(c2ccccc2Cl)C=C(c2ccccc2)N3)cc1 (stereo unspecified)	2.1%
CCN1CCN(C(=O)C2CC(=O)N(c3ccc(Cl)cc3)C2)CC1 (stereo unspecified)	-7.5%
CCOc1ccccc1NC(=O)C(C)Sc1nc(-c2ccccc2)c(C#N)c(=O)[nH]1 (stereo unspecified)	-9.1%
CCn1c(SCc2ccccc2)nnc1-c1nonc1NC(C)=O	1.1%
CCOc1ccc2nc(NC(=O)CN3C(=O)C4CCCCC4C3=O)sc2c1 (stereo unspecified)	15.1%
CS(=O)(=O)Nc1ccc2c(c1)[C@@H]1C[C@@H](CC(=O)NCc3cccnc3)O[C@H](CO)[C@@H]1O2	10.3%
Cc1c(NC(=O)Nc2ccc(F)cc2)c(=O)n(-c2ccccc2)n1C	-4.1%
OC(Cn1cnnc1)c1ccccc1 (stereo unspecified)	-5.1%
CCOc1ccccc1CNC(=O)C1CCN(S(=O)(=O)c2ccc3[nH]c(=O)ccc3c2)CC1	-2.6%
N#Cc1c(/N=C/c2cccnc2)sc2c1CCCC2	2.9%
Cc1ccccc1CNC(=O)Cn1ccc2cc(S(=O)(=O)N3CCCCC3)ccc21	-5.2%
COc1ccc([C@H]2C[C@H](n3cc(-c4ccc(F)cc4)nn3)[C@@H](O)CN2C(=O)C2CCCCC2)cc1	-0.5%
CCOC(=O)C(CC)n1nc(C)c2c(C)n(-c3ccc(C)cc3)nc2c1=O (stereo unspecified)	1.2%
O=C(O)c1ccccc1-c1ccc([N+](=O)[O-])cc1Cl	-3.6%
CCN(CC)C(=O)C1=C(C)N(Cc2ccc(C(C)(C)C)cc2)C(=O)C(CC(=O)NCCc2ccccn2)C1 (stereo unspecified)	1.5%
COc1ccc(-c2nc3c(-c4ccc(Cl)cc4)cnn3cc2C)cc1F	1.6%
COC(=O)c1cc2occc2n1CC(=O)Nc1ccc(C)cc1Cl	-2.6%
Cc1cc(Nc2c(C)n(C)n(-c3ccccc3)c2=O)c2ccccc2n1	-3.2%
Clc1cccc(-n2cc(-c3ccccc3)c3c(N4CCCCC4)ncnc32)c1	-4.3%
COc1ccc(C(=O)C2CCCN(Cc3ccc(C#CCCO)cc3)C2)cc1F (stereo unspecified)	-6.1%
CCOc1ccc(CNC(=O)C2CCN(C(=O)N3CC(CC)Oc4ccc(C)cc43)CC2)cc1OC (stereo unspecified)	-1.9%
CC(C)c1ccc(C2c3c(-c4ccccc4O)n[nH]c3C(=O)N2Cc2ccncc2)cc1 (stereo unspecified)	-0.5%
CCOC(=O)c1ccc(NC(=O)CC2Sc3ccc(C(F)(F)F)cc3NC2=O)cc1 (stereo unspecified)	-3.6%
COc1ccc(CNC(=O)c2cnn3c(C)c(Cc4c(F)cccc4Cl)c(C)nc23)cc1	-0.9%
COc1cccc(N2CCN(C(C)C(=O)NC34CC5CC(CC(C5)C3)C4)CC2)c1 (stereo unspecified)	9.2%
CC1=NN(c2ccc(C(=O)O)cc2)C(=O)/C1=C\c1ccc(OC(=O)c2cccs2)cc1	-7.4%
CCOC(=O)c1sc(N2C(=O)c3oc4ccc(F)cc4c(=O)c3C2c2ccc(O)cc2)nc1C (stereo unspecified)	0.5%

Structures from the list above that have a nitro group on carbon (2):
SMILES	aSyn yeast rescue
NS(=O)(=O)c1ccc(NC(=O)COC(=O)c2ccc(Cl)cc2[N+](=O)[O-])cc1	4.4%
O=C(O)c1ccccc1-c1ccc([N+](=O)[O-])cc1Cl	-3.6%

The listing picks up, starting 6 compounds before the break.
SMILES	aSyn yeast rescue
CC(C)c1ccc(C2c3c(-c4ccccc4O)n[nH]c3C(=O)N2Cc2ccncc2)cc1 (stereo unspecified)	-0.5%
CCOC(=O)c1ccc(NC(=O)CC2Sc3ccc(C(F)(F)F)cc3NC2=O)cc1 (stereo unspecified)	-3.6%
COc1ccc(CNC(=O)c2cnn3c(C)c(Cc4c(F)cccc4Cl)c(C)nc23)cc1	-0.9%
COc1cccc(N2CCN(C(C)C(=O)NC34CC5CC(CC(C5)C3)C4)CC2)c1 (stereo unspecified)	9.2%
CC1=NN(c2ccc(C(=O)O)cc2)C(=O)/C1=C\c1ccc(OC(=O)c2cccs2)cc1	-7.4%
CCOC(=O)c1sc(N2C(=O)c3oc4ccc(F)cc4c(=O)c3C2c2ccc(O)cc2)nc1C (stereo unspecified)	0.5%
CCCCc1nn2c(=O)cc(COC(=O)c3cccc(OC)c3)nc2s1	3.0%
COc1ccc(OC)c(CCNC(=O)c2c(C)nn(-c3ccc(F)cc3)c2-n2cccc2)c1	-3.8%
CCCc1cc(=O)oc2cc(C)c3c(-c4ccccc4)c(C)oc3c12	-6.2%
CC(/C=N/NC(=O)CSc1n[nH]c(=O)[nH]c1=O)=C\c1ccccc1	-2.5%
COc1cc(/C=C/C(=O)OCC(=O)NCc2cccs2)ccc1OCC#N	10.0%
CCCCn1cc(S(=O)(=O)c2ccc(OC)cc2)c(=O)c2cc(F)c(N3CCCC3)cc21	-6.6%
CCc1cccc(NC(=O)C2CCCN2S(=O)(=O)c2ccc3c(c2)n(C)c(=O)c(=O)n3C)c1 (stereo unspecified)	-5.4%
c1csc(-c2noc(CN3CCOCC3)n2)c1	3.0%
COc1ccc(CCNC(=O)C(C)n2nc(C)c3sc4ccccc4c3c2=O)c(OC)c1 (stereo unspecified)	-0.6%
Cc1cccc(-c2nc3c(c(=O)c4ccccc4n3C)c(=O)n2-c2ccccc2)c1	8.9%
COc1ccc(-c2noc(COc3cc(C)c(Br)c(C)c3)n2)cc1OC	0.8%
COc1ccc(CC(=O)OC(C)C(=O)NCc2ccc3c(c2)OCO3)cc1OC (stereo unspecified)	3.8%
CCOc1ccc(C2C(C(=O)Nc3ccccc3C)=C(C)Nc3nnnn32)cc1 (stereo unspecified)	2.7%
CC(C(=O)Nc1cc(C(F)(F)F)ccc1Cl)n1nnc2sc3c(c2c1=O)CCCC3 (stereo unspecified)	-3.0%
NC(=O)C1CCN(C(=O)c2ccc3nc(N4CCCCC4)sc3c2)CC1	-4.5%
CCN(CC)S(=O)(=O)c1ccc(N2CCOCC2)c(NC(=O)CN2C(=O)NC(C)(c3ccccc3)C2=O)c1 (stereo unspecified)	-3.1%
CC(C)[C@H](NC(=O)c1ccccc1Br)C(=O)OCc1nc2ccsc2c(=O)[nH]1	0.3%
Cc1cc(S(=O)(=O)N2CCC3(CC2)OCCN3S(=O)(=O)c2cccs2)ccc1F	6.6%
CCc1ccc(NC(=O)C2(c3cccs3)CCOCC2)cc1	-2.3%
O=C(Nc1ccc2c(c1)OCO2)c1cc(-c2ccc(Br)cc2)on1	2.5%
COc1ccc(-c2nc(CS(=O)CC(=O)NCCc3ccccc3)c(C)o2)cc1OC (stereo unspecified)	-1.0%
COc1cc(NC(=O)c2cc3ccccn3n2)cc(OC)c1OC	-0.8%
O=C(NCc1ccccc1Cl)C1CCCN(C(=O)c2cnn(-c3ccc(F)cc3)c2-n2cccc2)C1 (stereo unspecified)	2.6%
O=C(CN1CCOCC1)N/N=C/C=C/c1ccccc1	6.0%
O=C(O)c1cccc(N=NN2CCOCC2)c1	0.6%
SMILES	aSyn yeast rescue
CC(=O)c1ccc(-c2ccc(C(=O)NC3CC(C)(C)NC(C)(C)C3)o2)cc1	3.0%
COCCCNC(=O)C1CCN(c2ncnc3c2nc2n3CCCCC2)CC1	-0.4%
CCC1(c2ccc(F)cc2)NC(=O)N(CC(=O)Nc2ccc(C)c(S(=O)(=O)N3CCOCC3)c2)C1=O (stereo unspecified)	2.6%
COc1ccccc1N(C)S(=O)(=O)c1ccc(C(=O)OCC(=O)N2CCCCCC2)cc1	4.6%
CC(=O)c1cccc(NC(=O)COC(=O)Cc2ccc(Cl)cc2)c1	4.8%
Cc1nc2ccccc2c(=O)n1NC(=O)C1CC1C (stereo unspecified)	3.3%
CCN(CC)S(=O)(=O)c1ccc(OC)c(NC(=O)c2ccc3c(c2)OCO3)c1	-0.9%
O=Nc1c(O)cc(O)c2ccccc12	-4.9%
CN1CCc2ccccc2C1Cc1ccccc1NC(=O)c1sc2ccccc2c1Cl (stereo unspecified)	10.5%
Cc1cc(NC(=O)COCc2cc(-c3ccc(F)cc3)on2)ccc1Br	-3.5%
Nc1cccnc1S(=O)(=O)c1cccc(C(F)(F)F)c1	-9.6%
CCN(CC)C(=O)c1sc2c(c1C)c(=O)n(-c1ccccc1)c(=O)n2CC(=O)N(CC)c1cccc(C)c1	3.5%
COc1ccc(N2CC(NC(=O)N3CCc4ccccc43)CC2=O)cc1OC (stereo unspecified)	5.3%
